SUMO Mot1 rescue = blocks SUMOylation pathway, rescuing yeast Mot1-301 growth; S. cerevisiae Mot1-301 growth rescue, ATP luminescence, 38.5C; percent above DMSO median, 100 means doubled; growth rescue, % at 18.8 µM; actives 1% (n = 320,000);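 active means every valid replicate shows activation above 250% relative to neutral control wells; inactive means the rest, any valid replicate at or below 250%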;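 further: OY570 slx delta 5 strain wells were the positive control but not used for scaling; some compounds called inactive have numbers as strong as hits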
Arr AP2 block = inhibitors of human beta-arrestin and AP2 interaction | actives 0.31% (n = 340,000) | FITC-arrestin peptide / GST-AP2 beads, flow cytometry; AP2 beta2 appendage carries R879A mutation | inhibition, % at 10 µM;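 active means inhibition above a set limit, near 3 SD of compounds lacking own fluorescence, cut at about 54% in these data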;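 further: plate controls were DMSO wells for no effect and 5 µM unlabelled arrestin peptide for full effect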
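Test system: GST-tagged AP2 beta2-adaptin appendage (R879A) on 4 µm glutathione beads; also added: fluorescein-tagged arrestin peptide at 50 nM final; timing: 12 min plus 1 h, RT; signal: flow cytometry, FL1 (488/535 nm); read-out: percent drop in bead-associated FITC signal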
dFosB act = mouse delta FosB homodimer activation. P13346. purified delta FosB, TAMRA-CDK5 oligo fluorescence polarization; percent of positive-control signal above neutral wells. activation, % at 25 µM. actives 0.99% (n = 340,000). AID 493131;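 active means mean activation above about 17%, with every replicate also reaching it, limit read from the data, passing the limit was not always enough; inconclusive means only one of the two conditions met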;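 further: fluorescence polarization rise as delta FosB binds a TAMRA Cdk5 AP-1 oligo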
Target sequence (P13346 whole entry, looked up): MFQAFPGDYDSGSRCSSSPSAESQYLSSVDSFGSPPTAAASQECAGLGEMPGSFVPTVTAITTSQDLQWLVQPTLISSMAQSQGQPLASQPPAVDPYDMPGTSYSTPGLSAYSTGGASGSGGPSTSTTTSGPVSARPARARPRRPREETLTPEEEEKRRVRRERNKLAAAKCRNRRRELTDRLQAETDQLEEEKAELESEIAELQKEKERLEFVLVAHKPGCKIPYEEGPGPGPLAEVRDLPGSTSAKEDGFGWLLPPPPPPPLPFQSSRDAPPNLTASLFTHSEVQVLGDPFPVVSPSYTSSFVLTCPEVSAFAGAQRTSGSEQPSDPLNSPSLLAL
PKA-R1A activ = PKA-R1A complex activation; P00514+P68181; PKA-R1A dissociation, Cy5-IP20 fluorescence polarization; scaled: DMSO 0%, 113 µM cGMP 100%; activation, % at 11.4 µM; actives 0.083% (n = 340,000);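 active means percent activation above the mean of all tested compounds plus 3 SD, cut at about 19% in these data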;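 further: higher means more PKAc released from R1A so a rise in polarization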
DSG3 Ab inh = blocks pemphigus antibody binding to human desmoglein-3; actives 0.48% (n = 310,000); DSG3-coupled beads, scFv-anti-DSG3-GFP binding, flow cytometry; hits give low values; binding (percent of control), % at 10 µM; P32926;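 active means binding more than 3 SD below its plate's average and above zero; inconclusive means below that plate limit but binding exactly zero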;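 further: hits lower antibody fragment binding to DSG3; some compounds called inactive have numbers as strong as hits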
PKA-R2B activ = PKA-R2B complex activation. PKA-R2B holoenzyme dissociation, Cy5-IP20 fluorescence polarization; R2B truncated from residue 108, S112A mutant; 0% DMSO only, 100% 113 µM cGMP. activation, % at 11.4 µM. actives 0.079% (n = 340,000);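 active means activation above a cutoff set at the mean over all compounds plus 3 SD, cut at about 18% in these data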;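 further: higher means more holoenzyme dissociation and a rise in polarization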
SR-BI uptake up = enhances SR-BI lipid uptake from DiI-HDL; CHO ldlA[mSR-BI] cells, DiI-HDL uptake fluorescence, 3 h; 100 = double the neutral-control signal; activation, % at 12.5 µM; actives 0.096% (n = 320,000); AID 504775;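 active means mean replicate activation of at least 60% and every replicate at or above 60%; inconclusive means mean or all-replicate condition met, but not both; inactive means mean below 60% and not all replicates reaching 60%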;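 further: 0% = median plate neutral-control signal and 100% = twice that signal; values of inactives mirror those of a sister screen read the other way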
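material = CHO ldlA[mSR-BI] cells | medium = Ham's F12 with 0.5% BSA, HEPES 25 mM, pH 7.4 | reagent = fluorescent DiI-HDL, 10 µg/mL final | compound dosing = single-point compound dose | incubation = 3 h, 37 °C | measured by = bottom-read fluorescence, 550/595 nm | measure = HDL uptake via cellular fluorescence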
MITF act = MITF TRPM1 promoter activation in melanoma cells | actives 0.75% (n = 300,000) | activation, % at 12.5 µM | SK-MEL-5 TRPM1-promoter luciferase, 24 h; % of positive control, neutral wells = 0 | AID 588334;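 active means mean activation of at least 80% with every replicate also reaching 80%; inconclusive means mean reaches 80% but some replicate falls short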;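 further: 0% = neutral control wells and 100% = parthenolide positive control wells; values of inactives mirror those of a sister screen read the other way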
NSD2 HMT inh = blocks human histone methyltransferase NSD2. O96028. NSD2 peptide methylation, AlphaScreen, 120 min. inhibition, % at 12.5 µM. actives 0.54% (n = 310,000). AID 743445; in the data active means inhibition above about 50%
CDK5 p35 inh = blocks human CDK5/p35 kinase activity | Q00535+Q15078 | AID 488839 | inhibition, % at 10 µM | Recombinant CDK5/p35, ADP-Glo luminescence, 60 min | actives 0.01% (n = 330,000);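 active means highest replicate inhibition of at least 50% and at least 75% of replicates reaching 50%; inconclusive means only one of the two criteria met; inactive means both criteria failed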;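 further: plate controls were DMSO neutral control for no effect and GW8510 at 10 µM for full effect; many of its hits are not listed in these tables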
SR-BI HDL uptake = blocks mouse SR-BI lipid uptake from DiI-HDL | ldlA[mSR-BI] CHO cells, DiI-HDL uptake fluorescence, 3 h | Q61009 | actives 0.96% (n = 320,000) | AID 488896 | inhibition, % at 12.5 µM;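 active means mean replicate inhibition of at least 70% and a set share of replicates each scoring 70 or more; inconclusive means meets just one of the two criteria; inactive means fails both criteria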;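 further: 0% = median of neutral control wells and 100% = median of positive control wells; values of inactives mirror those of a sister screen read the other way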
Target sequence (Q61009 whole entry, looked up): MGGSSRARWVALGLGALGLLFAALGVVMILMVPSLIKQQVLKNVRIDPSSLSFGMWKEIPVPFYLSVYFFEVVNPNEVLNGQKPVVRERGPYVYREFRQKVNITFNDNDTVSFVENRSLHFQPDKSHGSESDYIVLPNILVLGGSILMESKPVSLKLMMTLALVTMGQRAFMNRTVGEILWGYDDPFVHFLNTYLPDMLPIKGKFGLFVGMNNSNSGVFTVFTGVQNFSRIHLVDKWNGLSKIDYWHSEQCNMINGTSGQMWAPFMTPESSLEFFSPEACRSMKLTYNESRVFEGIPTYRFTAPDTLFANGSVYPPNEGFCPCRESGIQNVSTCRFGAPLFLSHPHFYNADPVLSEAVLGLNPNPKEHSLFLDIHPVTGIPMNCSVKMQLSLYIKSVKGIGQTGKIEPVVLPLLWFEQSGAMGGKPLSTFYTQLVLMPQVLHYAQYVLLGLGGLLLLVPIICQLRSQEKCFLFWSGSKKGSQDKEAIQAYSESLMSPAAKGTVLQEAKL
* marks the source's active call; other numbers are inactive results; i = inactive; ? = inconclusive; . = no result given.

SMILES	SUMO Mot1 rescue	Arr AP2 block	dFosB act	PKA-R1A activ	DSG3 Ab inh	PKA-R2B activ	SR-BI uptake up	MITF act	NSD2 HMT inh	CDK5 p35 inh	SR-BI HDL uptake
CC1CCCCC1NC(=O)/C(C#N)=C/c1ccc(OCC(N)=O)cc1 (stereo not drawn)	-18	5	-4	-7	98	-13	-14	2	-4	-2.6	14
CCOc1ccc(OCc2ccc(C(=O)N3CCCC3)o2)cc1	7	6	-7	-6	108	-2	-11	3	.	-1.4	11
Cc1nn(-c2ncc(C(F)(F)F)cc2Cl)c(=O)n1-c1c(F)cccc1F	-6	-10	0	-3	83	-8	19	23	-3	-1.0	-19
COC(=O)c1ccc(/C=C/C(=O)OCC(=O)Nc2cc(C)on2)cc1	-22	-12	-7	-1	118	-9	-16	-4	0	-4.0	16
O=C(NCCO)c1ccc2nc(-c3ccco3)c(-c3ccco3)nc2c1	2	45	-17	8	74	-6	-8	14	.	-2.4	8
Cc1ccc(S(=O)(=O)c2nc(-c3ccccc3Br)oc2N(C)C)cc1	-6	-1	-6	-6	110	3	-7	10	-3	0.1	7
COc1ccc(-c2cccc(NS(=O)(=O)c3ccccc3[N+](=O)[O-])c2)nn1	1	-12	-4	0	94	-4	-5	-3	1	0.3	5
CCNc1nc(NC(C)C)nc(OCCOC(=O)Nc2ccccc2)n1	26	1	-12	1	86	3	-16	-1	0	-0.5	16
CC(=O)NCCCC(=O)NC(CCC(=O)OCc1ccccc1)C(=O)OCc1ccccc1 (stereo not drawn)	43	-12	-3	0	100	5	9	7	-5	1.2	13
COc1cc(/C=C2\NC(=S)NC2=O)ccc1OCc1cccc(C(=O)O)c1	-5	-10	2	-11	95	9	-7	22	4	0.4	7
CC(=O)Nc1cc(NC(C)=O)cc(C(=O)OCC(=O)c2ccc3c(c2)OCO3)c1	11	1	-14	8	105	3	-35	11	0	-4.1	35
CCC(=O)Nc1ccc2nc(SCC(=O)N3CCCC3)sc2c1	-18	-1	-1	8	.	3	-11	8	-6	-1.2	11
COc1cc(C(=O)Oc2cccc(C)c2)cc(OC)c1OC	55	11	-9	0	94	0	-38	-4	2	-1.3	38
Cc1cc(Nc2ccccc2)nc2cc(O)ccc12	-16	28	6	-6	99	2	-25	21	.	-1.8	25
O=C(CNC(=O)c1ccco1)Nc1ccc2c(c1)OCCO2	-4	33	0	0	105	4	15	-21	-15	2.0	-15
O=C(NCc1ccccc1)[C@]1(C(F)(F)F)C[C@H](CCc2ccccc2)CCCO1	-9	5	-9	-2	105	-6	5	-3	.	-5.2	-5
COc1ccc(S(=O)(=O)Nc2ccc3c(c2)OCO3)cc1C	-13	-6	-12	6	98	-3	26	-1	.	-0.6	-26
CN(CCC#N)C(=O)CSc1nc2scc(-c3ccccc3)c2c(=O)[nH]1	-7	1	-12	0	90	0	32	13	-4	-0.1	-32
COc1ccc(-c2n[nH]c(C)c2-c2ccc(OC)c(OC)c2)c(O)c1	18	25	-11	5	107	4	-22	-24	3	0.5	22
CCN(CC)CCCNC(=S)N1CCN(c2nc(-c3ccc(F)cc3)cs2)CC1	-3	-1	-9	3	119	-2	-77	.	28	-1.0	?
Nc1ccccc1C(=O)Nc1cccc2ccccc12	-26	-11	-2	-8	100	-4	-28	.	-5	0.0	28
Cc1ccc(S(=O)(=O)N2CCCCC2)cc1NC(=O)c1ccc2c(c1)OCO2	-9	20	-5	-2	97	-6	25	5	1	0.6	-25
O=C(c1ccc(S(=O)(=O)NCC2CCCO2)cc1)N1CCN(c2cccc(Cl)c2)CC1 (stereo not drawn)	.	6	-3	0	106	0	-27	-14	4	1.5	27
COc1ccc(CCc2nnc(CCC(=O)NCc3cnc4ccccn34)o2)cc1	-7	-7	-4	-4	110	3	11	-4	-1	-0.1	-11
CN(C)S(=O)(=O)c1cccc(NC(=O)COc2cccc3ccccc23)c1	.	1	-8	-4	102	-7	-24	-24	-1	-0.6	24
COc1ccccc1NC(=O)N1CCCC1C(=O)NCc1ccc2c(c1)OCO2 (stereo not drawn)	5	-5	14	-11	102	-11	9	-5	-1	-0.5	-9
Cc1ccc(N2C(=O)CC(c3c[nH]c4ccccc34)C2=O)cc1 (stereo not drawn)	-3	3	-1	-11	99	-7	7	7	3	-0.2	-7
Cc1ccc(S(=O)(=O)NCC(C)n2cncn2)cc1C (stereo not drawn)	1	6	3	-15	98	1	9	-9	-2	2.0	-9
O=C(Nc1ccc(S(=O)(=O)Nc2ncccn2)cc1)C12CC3CC(CC(C3)C1)C2	36	-13	-1	-9	100	2	2	11	-2	-2.9	-2
CCCCn1c(N)c(N(CCOC)C(=O)CN(C)S(=O)(=O)c2ccc(C)cc2)c(=O)[nH]c1=O	20	27	-12	4	101	-2	4	-5	-1	2.8	-4
COc1ccc(-c2noc(N3CCC(C(=O)NCc4ccc(Cl)cc4)CC3)n2)cc1	24	9	?	-8	96	-6	-66	-2	.	1.6	66
O=C(CN1C(=O)C2CCCCC2C1=O)Nc1cc(C(F)(F)F)ccc1N1CCCC1 (stereo not drawn)	-3	1	-5	-5	100	-3	6	4	3	0.1	-6
Cc1ccc(C(CC(=O)NCCCN(C)C)c2ccc(OC(C)C)cc2)cc1 (stereo not drawn)	-15	37	4	-14	96	-5	19	.	-3	0.8	-19
CCOc1ccccc1NC(=O)COC(=O)Cc1cccs1	1	28	-1	-14	110	1	9	-6	-6	0.3	-9
CC1CN(C(=O)COc2ccc3ccccc3c2Br)CC(C)O1 (stereo not drawn)	-12	67*	-3	1	99	-1	-18	-1	-4	-1.2	18
CCNC(=S)N1CCN(c2ccccn2)CC1	309	-6	7	4	106	-10	26	15	0	1.5	-26
Cc1cc(NS(=O)(=O)c2ccc(NC(=O)NC3CCCCC3)cc2)no1	-5	24	-3	-4	129	-9	19	-3	-3	-0.2	-19
O=C(Nc1ccc(F)cc1)C1CCCCC1	133	9	5	2	102	7	8	8	-1	0.8	-8
COc1ccc(OC)c(NC(=O)COC(=O)Cc2ccsc2)c1	25	29	2	0	116	-4	4	-11	-2	1.6	-4
CCCNC(=S)Nc1cccc(C(F)(F)F)c1	-14	8	-8	-8	.	-7	9	-10	0	3.3	-9

5 of the compounds above, with two lines to a compound.
Results follow in this order: SUMO Mot1 rescue, Arr AP2 block, dFosB act, PKA-R1A activ, DSG3 Ab inh, PKA-R2B activ, SR-BI uptake up, MITF act, NSD2 HMT inh, CDK5 p35 inh, SR-BI HDL uptake
O=C(c1ccc(S(=O)(=O)NCC2CCCO2)cc1)N1CCN(c2cccc(Cl)c2)CC1 (stereo not drawn)
  ., 6, -3, 0, 106, 0, -27, -14, 4, 1.5, 27
COc1ccc(CCc2nnc(CCC(=O)NCc3cnc4ccccn34)o2)cc1
  -7, -7, -4, -4, 110, 3, 11, -4, -1, -0.1, -11
CN(C)S(=O)(=O)c1cccc(NC(=O)COc2cccc3ccccc23)c1
  ., 1, -8, -4, 102, -7, -24, -24, -1, -0.6, 24
COc1ccccc1NC(=O)N1CCCC1C(=O)NCc1ccc2c(c1)OCO2 (stereo not drawn)
  5, -5, 14, -11, 102, -11, 9, -5, -1, -0.5, -9
Cc1ccc(N2C(=O)CC(c3c[nH]c4ccccc34)C2=O)cc1 (stereo not drawn)
  -3, 3, -1, -11, 99, -7, 7, 7, 3, -0.2, -7

Results in PKA-R1A activ, DSG3 Ab inh and NSD2 HMT inh (2 entries from above):
smiles	PKA-R1A activ	DSG3 Ab inh	NSD2 HMT inh
Cc1ccc(C(CC(=O)NCCCN(C)C)c2ccc(OC(C)C)cc2)cc1 (stereo not drawn)	-14	96	-3
CCOc1ccccc1NC(=O)COC(=O)Cc1cccs1	-14	110	-6

More records
SMILES	SUMO Mot1 rescue	Arr AP2 block	dFosB act	PKA-R1A activ	DSG3 Ab inh	PKA-R2B activ	SR-BI uptake up	MITF act	NSD2 HMT inh	CDK5 p35 inh	SR-BI HDL uptake
CCOC(=O)C1Nc2ccccc2C2C(O)C(O)CC12 (stereo not drawn)	12	11	-9	-7	93	-12	-5	-16	.	1.8	5
CC(C)OCc1c(C(=O)Nc2nccs2)oc2ccccc12	-4	6	-15	0	88	-6	-12	-18	-4	-1.2	12
COc1ccccc1NC(=O)c1ccc(N)cc1	-4	-7	-5	-11	101	-6	-18	16	1	2.1	18
CSc1nnc2c(n1)OC=Nc1ccccc1-2	-5	0	-2	2	107	1	-9	-19	67*	-5.6	9
Cc1c(Cl)cccc1NCC(=O)Nc1ccc(Cl)cc1F	24	-1	2	2	103	-4	11	20	19	-0.8	-11
CCO/C=N/c1c(C#N)c2c(c(=S)n1C)COC(C)(C)C2	-3	-2	-6	1	121	-5	0	-3	10	0.8	0
OCC(O)C(O)C(O)C(O)C1NCCS1 (stereo not drawn)	-15	2	-3	-8	98	-1	4	-2	-2	-1.2	-4
C=CCNC(=O)NC(=O)COC(=O)[C@H](C)NS(=O)(=O)c1c(C)c(C)cc(C)c1C	i	-4	-2	3	97	-2	.	0	3	-0.1	.

Copied from the list:
Cc1c(Cl)cccc1NCC(=O)Nc1ccc(Cl)cc1F @ CDK5 p35 inh: -0.8
CSc1nnc2c(n1)OC=Nc1ccccc1-2 @ SR-BI HDL uptake: 9
CCOC(=O)C1Nc2ccccc2C2C(O)C(O)CC12 (stereo not drawn) @ PKA-R1A activ: -7
CCO/C=N/c1c(C#N)c2c(c(=S)n1C)COC(C)(C)C2 @ NSD2 HMT inh: 10
COc1ccccc1NC(=O)c1ccc(N)cc1 @ SR-BI HDL uptake: 18
OCC(O)C(O)C(O)C(O)C1NCCS1 (stereo not drawn) @ PKA-R1A activ: -8
